Source: PubChem
TROY signal inh: inhibitors of TROY-driven NF-kB signaling, primary screen, Q293 LMP1-TROYcd cells, NF-kB luciferase, uHTS. AID 1347056, 2019. actives 0.98% (n = 360,000). inhibition, % at 10 µM. Q293 LMP1-TROYcd NF-kB luciferase reporter, 4 h;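 active = compounds whose plate-normalised and pattern-corrected inhibition of the luciferase reporter signal at the single screening dose is 50% or more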
NOD2 RIPK2 PPI: NOD2-RIPK2 binding disruptors in cells, primary screen, fluorescence, CHO cells, BLA complementation; Receptor-interacting serine/threonine-protein kinase 2 (Homo sapiens), O43353; CCF4 ratio; inhibition, % at 4.98 µM; actives 0.38% (n = 360,000); AID 624267, 2012; in the data active = inhibition above about 21%;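 also: 0% = vehicle only and 100% = reference blocker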
SRC3 inh: SRC3 coactivator transcriptional activity inhibitors, primary screen, cell-based, luminescence | actives 0.17% (n = 360,000) | inhibition, % at 3.6 µM | AID 588352, 2011 | HEK293 GAL4-SRC3 luciferase reporter | Nuclear receptor coactivator 3 (Homo sapiens), Q9Y6Q9;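 active = inhibition above a per-campaign cutoff, the mean of all compounds plus 3 SD, cut at about 60% in these data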;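 also: 0% = DMSO-treated cells and 100% = gossypol-treated cells at 36 µM; higher means less SRC3-driven luciferase light from the GAL4 reporter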
NR2F2 inh: NR2F2 transcriptional activity inhibitors, primary screen, cell-based, luciferase reporter, HEK293T, luminescence | inhibition, % at 8.6 µM | AID 686940, 2013 | HEK293T NGFI-A luciferase reporter | actives 0.7% (n = 370,000) | COUP transcription factor 2 (Homo sapiens), P24468;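 active = inhibition above a per-plate cutoff, mean inhibition of test wells between control levels plus 3 SD, cut at about 38% in these data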;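 also: cells cotransfected with COUP-TFII expression vector driving the NGFI-A reporter; 0% = median of COUP-TF2 test wells and 100% = reporter-only cells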
Target sequence (P24468 whole entry, looked up): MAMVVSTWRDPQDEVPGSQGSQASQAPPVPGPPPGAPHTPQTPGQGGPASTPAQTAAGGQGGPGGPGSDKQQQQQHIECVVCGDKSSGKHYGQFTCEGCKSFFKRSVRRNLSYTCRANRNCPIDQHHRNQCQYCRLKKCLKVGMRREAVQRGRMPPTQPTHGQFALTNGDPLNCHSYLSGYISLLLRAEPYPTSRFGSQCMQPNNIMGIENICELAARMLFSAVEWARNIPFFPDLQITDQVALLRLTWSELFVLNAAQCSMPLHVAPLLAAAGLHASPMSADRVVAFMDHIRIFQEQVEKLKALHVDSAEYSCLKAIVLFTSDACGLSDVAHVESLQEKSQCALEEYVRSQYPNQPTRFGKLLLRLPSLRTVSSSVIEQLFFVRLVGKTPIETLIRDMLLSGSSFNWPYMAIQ
SRC1 inh: SRC1 coactivator transcriptional activity inhibitors, primary screen, cell-based, luminescence | HEK293 GAL4-SRC1 luciferase reporter | actives 0.12% (n = 360,000) | inhibition, % at 3.6 µM | Nuclear receptor coactivator 1 (Homo sapiens), Q15788;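 active = inhibition above the campaign mean plus 3 SD, with each screening campaign given its own cutoff, cut at about 60% in these data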;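 also: 0% = DMSO treated cells and 100% = gossypol at 36 µM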
NCOA2 inhibitor: inhibition of GAL4-SRC2 driven luciferase reporter, primary screen, SRC2 inhibitor project, cell-based, luminescence | Nuclear receptor coactivator 2 (Homo sapiens), Q15596 | HEK293 GAL4-SRC2 luciferase reporter | inhibition, % at 9 µM | actives 0.17% (n = 370,000) | AID 651957, 2012;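 active = inhibition above the mean inhibition of all tested compounds plus 3 SD, set per campaign, cut at about 52% in these data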;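 also: 0% = DMSO treated cells and 100% = cells given Gossypol at 36 µM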
ABHD5 PLIN5 PPI: ABHD5-PLIN5 interaction inhibitors, primary screen, cell lysate, split luciferase complementation, luminescence; Perilipin-5 (Homo sapiens) + 1-acylglycerol-3-phosphate O-acyltransferase ABHD5 (Homo …; Split G. princeps luciferase complementation, 4 h; inhibition, % at 4 µM; actives 0.78% (n = 360,000); AID 602281, 2012;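 active = inhibition above the mean inhibition across every tested compound plus 3 SD, cut at about 22% in these data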;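 also: 0% = DMSO only wells and the 100% control is not disclosed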
Exocytosis inh: LAMP-1 surface exposure blockers, TALL-104 cells – cell-based, flow cytometry, MLPCN library, primary screen. TALL-104 LAMP-1 surface exposure; cells stimulated with thapsigargin and PMA. inhibition, % at 10 µM. actives 0.66% (n = 360,000). AID 651702, 2012;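 active = inhibition above about 55%, limit read from the data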
LRH-1 inv ag: LRH-1 (NR5A2) inverse agonists, primary screen, cell-based, luminescence, HEK293T, StAR-luciferase reporter; actives 0.13% (n = 360,000); Nuclear receptor subfamily 5 group A member 2 (Homo sapiens), O00482; LRH-1 transfected, 24 h; inhibition, % at 3.6 µM;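 active = inhibition above the mean inhibition of all tested compounds plus 3 SD, cut at about 73% in these data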;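 also: 0% = DMSO wells and 100% = reporter-only cells lacking LRH-1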
Target sequence (O00482 whole entry, looked up): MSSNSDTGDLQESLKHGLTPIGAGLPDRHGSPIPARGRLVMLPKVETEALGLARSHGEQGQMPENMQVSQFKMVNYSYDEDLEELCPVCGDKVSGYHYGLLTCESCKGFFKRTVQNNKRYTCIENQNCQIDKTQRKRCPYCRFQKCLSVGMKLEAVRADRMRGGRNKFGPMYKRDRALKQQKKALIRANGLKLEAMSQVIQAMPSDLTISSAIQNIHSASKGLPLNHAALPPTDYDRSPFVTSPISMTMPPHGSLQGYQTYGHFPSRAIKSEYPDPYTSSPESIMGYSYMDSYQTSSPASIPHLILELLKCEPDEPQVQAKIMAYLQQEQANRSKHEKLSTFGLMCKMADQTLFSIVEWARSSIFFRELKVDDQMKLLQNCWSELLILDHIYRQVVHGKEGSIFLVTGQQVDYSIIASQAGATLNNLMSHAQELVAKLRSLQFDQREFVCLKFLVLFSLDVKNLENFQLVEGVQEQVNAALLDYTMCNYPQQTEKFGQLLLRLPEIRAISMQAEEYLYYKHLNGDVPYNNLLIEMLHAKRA
TLR9-MyD88 inh: inhibitors of TLR9-MyD88 association in cells, primary screen, cell-based, CHO, BLA complementation, fluorescence; AID 504734, 2011; CCF4 FRET ratio; actives 0.21% (n = 340,000); inhibition, % at 4.98 µM;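 active = inhibition above the mean over all tested compounds plus 3 SD, cut at about 21% in these data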;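 also: 0% = DMSO only wells and 100% = clavulanate BLA inhibitor control wells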
TWEAK Fn14 block: inhibitors of TWEAK-Fn14 signaling, primary screen, luciferase reporter cells, uHTS; TWEAK-stimulated Fn14 reporter cells, luciferase luminescence, 8 h; inhibition, % at 10 µM; actives 2% (n = 360,000); in the data active = inhibition above about 50%
Starred values were filed as active, the others as inactive; · = no result given.

SMILES	TROY signal inh	NOD2 RIPK2 PPI	SRC3 inh	NR2F2 inh	SRC1 inh	NCOA2 inhibitor	ABHD5 PLIN5 PPI	Exocytosis inh	LRH-1 inv ag	TLR9-MyD88 inh	TWEAK Fn14 block
CC1CC(C)CN(Cc2nc3c(c(=O)n(C)c(=O)n3C)n2CCN2CCOCC2)C1 (stereo not given)	4	-5	-1	-6	-5	-17	3	-1	-11	-5	-3
C[C@H](CO)N1C[C@H](C)[C@@H](CN(C)C(=O)c2cccnc2)Oc2ncc(Br)cc2C1=O	-8	-2	0	2	14	2	-6	-1	3	-7	-4
COc1ccc(Cl)cc1NC(=O)CN(C)CC(=O)Nc1c(C)n(C)n(-c2ccccc2)c1=O	8	-18	37	8	14	30	0	-14	29	-7	43
COc1ccc(-c2nc(CN3CCC(C(=O)N4CCOCC4)CC3)c(C)o2)c(OC)c1	4	-6	10	-3	-1	-11	0	0	15	-2	2
O=C1c2cccc3cccc(c23)C(=O)N1OS(=O)(=O)c1ccc(Br)cc1	37	-3	2	3	-3	2	2	2	-1	0	-2
CCOc1ccc(S(=O)(=O)N(CC(=O)Nc2cccnc2)c2ccc(F)cc2)cc1	10	1	-10	-4	7	3	-7	6	1	0	25
COc1ccc(O)c(C(=O)c2cnn(-c3ccccc3)c2)c1	-27	2	-34	-14	-25	-34	1	-4	-34	2	-3
Cc1ccc(C(=O)N/C(=C/c2cccs2)C(=O)NCCCn2ccnc2)cc1	13	6	3	12	9	-28	-1	0	7	5	16
CCc1nc2nc(C)c(NS(=O)(=O)c3ccc(Cl)s3)c(=O)n2[nH]1	-19	1	-10	8	-52	-22	0	-13	20	1	14
OC(CNCc1ccncc1)c1ccccc1 (stereo not given)	2	-3	-12	-13	-3	-51	4	8	7	-5	2
O=C(COc1ccc(Cl)cc1Cl)N/N=C/CCc1ccccc1	-2	-21	12	0	-10	-13	0	-1	-22	10	-16
COc1ccc(NC(=O)CSc2nnc(Cc3cccs3)n2C)cc1	-6	5	7	1	4	-4	-1	-8	5	3	5
CCOC(=O)N1CCN(C(=O)c2ccc3c(c2)N(Cc2ccc(F)cc2)CCS3)CC1	16	-16	12	38*	2	20	1	6	-18	2	6
Cc1nccn1CC(O)COc1ccc(Cl)cc1Cl (stereo not given)	-27	5	-1	8	10	26	14	9	-9	4	-1
CCOC(=O)C1(Cc2ccccc2C)CCCN(C(=O)c2sccc2C)C1 (stereo not given)	-47	-1	-16	-33	-9	-40	-1	11	-14	0	-16

Random excerpt: 2 records from the list, in no set order.
SMILES	TROY signal inh	NOD2 RIPK2 PPI	SRC3 inh	NR2F2 inh	SRC1 inh	NCOA2 inhibitor	ABHD5 PLIN5 PPI	Exocytosis inh	LRH-1 inv ag	TLR9-MyD88 inh	TWEAK Fn14 block
Cc1ccc(C(=O)N/C(=C/c2cccs2)C(=O)NCCCn2ccnc2)cc1	13	6	3	12	9	-28	-1	0	7	5	16
O=C(COc1ccc(Cl)cc1Cl)N/N=C/CCc1ccccc1	-2	-21	12	0	-10	-13	0	-1	-22	10	-16

Other compounds.
SMILES	TROY signal inh	NOD2 RIPK2 PPI	SRC3 inh	NR2F2 inh	SRC1 inh	NCOA2 inhibitor	ABHD5 PLIN5 PPI	Exocytosis inh	LRH-1 inv ag	TLR9-MyD88 inh	TWEAK Fn14 block
CCc1nc(N)c(C#N)c(-c2cccnc2)c1C	0	4	7	1	14	13	-8	0	-10	1	0
CCCCNC(=S)N/N=C/c1ccc(C#N)cc1	1	-9	3	13	13	-8	-4	6	-18	·	-8
CCN1C(=O)CC(N2CCN(CC(=O)NC(C)C)CC2)C1=O (stereo not given)	9	5	-5	-6	10	-18	-2	1	-11	-15	-10
Cc1ccc(-c2noc(CCCC(=O)NC3CCCCC3)n2)cc1	-8	-7	1	12	-7	27	-3	12	10	-4	28
Cc1ccc(CC2SC(N=C(N)N)=NC2=O)cc1 (stereo not given)	13	10	-14	-5	-3	-1	3	5	14	4	-5
COc1ccc(/C=N\NC(=O)c2ccc(Cn3cc(Br)c([N+](=O)[O-])n3)o2)c(OC)c1C	5	-8	3	-4	-8	9	13	4	1	3	63*
CCCCc1nnc(NC(=O)CSc2nc(O)c(Cc3ccccc3)c(=O)[nH]2)s1	-11	1	-3	-5	-4	16	10	10	-3	-3	-14
Cc1cc(C)c2c(c1)cc(C)c1nnc(SCC(=O)Nc3ccccc3N3CCOCC3)n12	11	-4	3	-6	-20	-27	-1	5	-3	-3	-4
CCCc1cc(C(=O)Nc2nnc(C)s2)cs1	-52	-1	-38	-59	-90	-45	2	0	-108	-8	9
COc1ccc(-c2csc(C(C)(O)c3ccncc3)n2)cc1OC (stereo not given)	0	-10	-4	8	-13	-15	-1	4	-13	·	-16
CN(C)CCCN=c1cc(-c2ccccc2)oc2ccc(Cl)cc12	-78	-1	-39	-52	-51	-57	1	17	-75	-14	-22
CC(C)c1ccc(NC2CCCN(C(=O)c3cccc4nccnc34)C2)cc1 (stereo not given)	6	-11	6	15	-2	-10	-6	-1	-25	-2	-8
CN(CCC(=O)Nc1ccc2c(c1)OCO2)Cc1ccccc1	-11	-4	1	-2	-9	-9	1	-1	0	-10	-12
CC1CN=C(N(C(=S)Nc2ccccc2)c2cccc(C(F)(F)F)c2)S1 (stereo not given)	-14	5	-1	-14	-22	-14	-4	-3	14	·	-61
CCCCC(NC(=O)COc1cc2c(c3oc(=O)cc(C)c13)CCC(C)(C)O2)C(=O)O (stereo not given)	1	-1	2	-33	7	-5	2	1	2	-25	-8
CC(=O)CC(CC(=O)NC1CCCCC1)c1ccccc1 (stereo not given)	5	3	14	3	-18	-10	-2	3	0	5	7
CC1CCC2(CC1)NC(=O)N(Cc1nnc(-c3cccs3)o1)C2=O (stereo not given)	-15	-9	-5	-10	-18	15	3	0	4	-5	13
CCC1CSC(Nc2ccc(C(=O)/C=C/c3ccc(Oc4ccccc4)cc3)cc2)=N1 (stereo not given)	-36	1	-21	-23	-17	-24	8	-4	-49	-6	14
CN(Cc1c(F)cccc1Cl)c1nnnn1-c1ccccc1	-2	6	9	-1	-15	-4	-2	-2	-6	-7	2
CCOCCn1ccc2c(OCC(=O)Nc3ccccc3F)cccc2c1=O	-13	1	-20	-4	-14	-21	3	17	-48	-90	-20
COc1ccc(CNC(=O)C2CCCN(S(=O)(=O)c3ccc4c(c3)C(C)(C)C(=O)N4C)C2)cc1 (stereo not given)	4	4	-15	-13	-17	-24	-2	-4	-13	-1	-2
COc1ccccc1Nc1nc(-c2ccc([N+](=O)[O-])cc2)nc2ccccc12	18	-4	2	2	-9	8	7	4	23	1	-33
COc1cccc(-c2cc(C(F)(F)F)nc(N3CCCCC3)n2)c1	6	-10	13	0	-7	-4	2	-1	12	6	-8
COc1ccccc1OCCOc1ccc(/C=N/n2cnnc2)cc1	-2	7	8	12	3	-15	-4	2	33	-5	-1
Cc1ccc(C(=O)NCCNS(=O)(=O)c2ccccc2[N+](=O)[O-])cc1	1	1	19	-12	-4	-8	1	5	9	-5	-2
O=C(c1ccc(Cl)cc1)C1CCN(CC(=O)N2CCCCC2)CC1	2	-5	8	14	-2	20	4	-3	15	-7	26
Cc1ccc(-n2c(C)nnc2SC(C)C(=O)N2CCCC2)cc1 (stereo not given)	17	4	-2	8	10	-10	4	-4	-22	1	21
Nc1cc2c(cc1Br)-c1ccccc1C2=NO	8	-16	-47	0	-20	-42	-6	0	-24	-5	37
O=C(NC(=S)Nc1ccc(S(=O)(=O)Nc2ncccn2)cc1)c1cccc(Br)c1	-5	6	10	23	-8	0	-2	-2	-21	-1	-24
CC1(C)N=C(N)N=C(N)N1c1cccc(C(=O)O)c1	-35	9	-5	7	5	-39	-2	-1	-16	2	4
CC(C)CCN1CCN(CC(c2ccccc2)c2ccccc2)CC1CCO (stereo not given)	-14	7	14	8	-9	21	-3	-5	-16	-9	7
c1ccc2c(CSCCc3ccncc3)cccc2c1	-17	-7	-26	-17	-7	-18	-11	-2	-12	-3	-5
CCC1CCCCN1C(=O)COc1cc(=O)n(C)c2ccccc12 (stereo not given)	-2	-8	-9	7	-30	9	1	2	-5	3	2
Cc1cc(NC(=O)CSc2nc3ccccc3[nH]2)no1	-16	-5	17	6	-3	-10	-3	0	-12	3	-2
COC(=O)CN1C(=S)N(c2ccc(OC)cc2)C(=O)/C1=C/c1ccc(N2CCOCC2)cc1	4	-5	21	-6	4	14	9	-2	13	11	-13
CSC1=NCCN1C(=O)Cc1cccc2ccccc12	7	7	-5	-1	1	-8	2	-2	-17	0	3
COc1cc(/C=N/N2C(C)CCCC2C)cc(Br)c1O (stereo not given)	-7	4	-3	3	-11	-9	3	0	4	-4	-21
Cc1ccc(SCC(=O)Nc2cccc(-c3nnc(-c4ccco4)o3)c2)cc1	-2	1	-53	-11	-59	-9	-7	9	-111	9	26
O=C(Nc1cccnc1)c1ccccc1F	10	1	-14	-10	-5	-26	-1	1	11	5	4
CSC1=NC2C(N1)N(C)C(=O)N2C (stereo not given)	-11	-17	9	6	5	-37	2	-5	-2	-1	1
COc1ccc(OC)c(S(=O)(=O)Oc2ccc(N)c3ccccc23)c1	30	-7	0	15	3	6	-15	75*	9	5	87*
COC(=O)c1cc(NC(=O)c2cc(C(C)(C)C)nn2Cc2cccc(C)c2)ccc1N1CCOCC1	19	-2	8	2	11	-14	-3	3	19	-9	7
Cc1ccc(C2C(C#N)=C(N)N(c3ncn[nH]3)C3=C2C(=O)CC(C)(C)C3)cc1 (stereo not given)	2	3	11	-5	13	-28	3	4	2	-2	-2
O=C(NC1CC2CCCC(C1)N2Cc1ccccc1)C1CCCCC1 (stereo not given)	-14	-9	9	9	-27	7	0	0	4	2	12
COc1ccc(S(=O)(=O)N2CCc3ccccc32)cc1C(=O)Nc1cc(S(C)(=O)=O)ccc1Cl	18	1	7	12	6	-10	-10	-6	1	-6	-79
O=C(OCc1ccc(Cl)cc1)c1ccccc1C(=O)c1ccccc1	-47	-6	9	5	-44	-10	-8	-1	-8	2	-1
CCCCN1C(=O)/C(=C2/Sc3ccccc3N2C)S/C1=N\c1ncn[nH]1	6	4	-31	-5	-3	16	0	-4	10	9	-18
O=C(/C(C=Nc1cccc(C(F)(F)F)c1)=C(/O)c1ccco1)C(F)(F)F	-23	5	-19	-5	-57	-38	0	-6	-17	-6	-10
CCOc1ccccc1Oc1coc2cc(OC(=O)c3ccco3)ccc2c1=O	-10	-8	-1	-4	-8	-2	2	-2	-26	4	-21
CCCn1c(SCC(=O)Nc2ccccc2C(=O)NC2CC2)n[nH]c1=O	1	-2	16	-16	-2	-4	-14	-5	10	-9	1

This is a subset; rates above refer to the full screens.
